Screening data from PubChem BioAssay.
STK33 inh: inhibitors of human STK33 kinase; Q9BYT3; purified STK33, MBP phosphorylation, ADP-Glo luminescence; inhibition, % at 10 µM; 320,000 compounds, 0.073% hits; AID 2661;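 active = inhibition at or above 25%, using the most active replicate where run in duplicate; inactive = inhibition below 25%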
Target sequence (Q9BYT3 whole entry, looked up): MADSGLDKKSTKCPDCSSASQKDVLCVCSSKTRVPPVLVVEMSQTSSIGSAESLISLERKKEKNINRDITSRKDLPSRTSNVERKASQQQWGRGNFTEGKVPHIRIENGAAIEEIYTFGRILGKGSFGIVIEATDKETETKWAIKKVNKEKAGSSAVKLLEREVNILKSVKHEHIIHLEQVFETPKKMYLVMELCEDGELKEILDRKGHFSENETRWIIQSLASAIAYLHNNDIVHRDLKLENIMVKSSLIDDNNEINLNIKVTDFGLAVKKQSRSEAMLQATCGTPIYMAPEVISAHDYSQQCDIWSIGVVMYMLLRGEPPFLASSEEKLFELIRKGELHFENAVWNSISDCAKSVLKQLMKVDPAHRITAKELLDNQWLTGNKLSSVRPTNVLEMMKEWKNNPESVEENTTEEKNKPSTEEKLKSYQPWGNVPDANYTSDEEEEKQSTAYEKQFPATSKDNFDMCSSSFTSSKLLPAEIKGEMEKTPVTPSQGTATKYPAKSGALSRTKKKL
Kir21 inh: blocks the mouse Kir2.1 inward-rectifier potassium channel; P35561; B-score at 10 µM; HEK293-Kir2.1, FluxOR thallium flux fluorescence; hits give low values; 310,000 compounds, 0.85% hits;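 active = fluorescence ratio B-score at or below minus 3 SD of library scores, with starting-brightness B-score within 2 SD, cut at about -4.2 in these data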;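 note: channel flux triggered by added potassium and thallium sulfate stimulus; B-score of peak minus minimum fluorescence over baseline after thallium stimulus; more negative B-score means stronger Kir2.1 block with less thallium influx; some compounds called inactive have numbers as strong as hits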
Target sequence (P35561 whole entry, looked up): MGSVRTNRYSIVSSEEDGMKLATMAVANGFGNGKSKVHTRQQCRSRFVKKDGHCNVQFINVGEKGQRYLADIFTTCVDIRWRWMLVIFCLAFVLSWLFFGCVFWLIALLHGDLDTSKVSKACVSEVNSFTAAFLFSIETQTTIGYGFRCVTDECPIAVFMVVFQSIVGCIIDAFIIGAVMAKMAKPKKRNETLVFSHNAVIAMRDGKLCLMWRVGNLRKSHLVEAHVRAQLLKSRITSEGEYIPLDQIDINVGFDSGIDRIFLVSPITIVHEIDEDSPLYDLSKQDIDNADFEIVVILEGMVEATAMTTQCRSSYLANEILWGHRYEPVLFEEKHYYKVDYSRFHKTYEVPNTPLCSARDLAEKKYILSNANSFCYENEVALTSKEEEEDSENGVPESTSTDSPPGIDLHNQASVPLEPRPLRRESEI
KCNQ2 inh: KCNQ2 channel blockers in CHO-K1 cells – cell-based, FluxOR thallium flux, B-score, primary screen (AID 2156); 20 min; hits give low values; O88943; 310,000 compounds, 1.1% hits; B-score at 10 µM;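 active = fluorescence ratio B-score at most minus 3 library SDs, with starting brightness B-score within 2 library SDs, cut at about -5.5 in these data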
The depositor's hits bear a star. This is a random part of the collection (roughly 1.9% active in at least one column).

What do the screens show for `COc1cccc(/C=N/NC(=S)NCCc2ccccc2)c1`?
STK33 inh: -1.7; Kir21 inh: 0.84; KCNQ2 inh: inactive

Results for CC(/C=N/n1c(-c2cccnc2)n[nH]c1=S)=C\c1ccco1 ?
STK33 inh: -0.2; Kir21 inh: 3.3; KCNQ2 inh: inactive

What do the screens show for `CCOc1cc(C(=O)Nc2ccc3c(c2)OCO3)ccc1OCCOc1ccccc1Cl`?
STK33 inh: -0.8; Kir21 inh: -1.1; KCNQ2 inh: inactive

How did C/C(=N\OC(=O)NC(C)C)c1sc(-c2ccccc2)nc1C do in these assays?
STK33 inh: -0.3; Kir21 inh: -2.8; KCNQ2 inh: inactive

Results for CC(C)NC(=S)N=Nc1c(O)[nH]c2ccc(C(C)C)cc12 ?
STK33 inh: -0.6; Kir21 inh: -0.11; KCNQ2 inh: inactive

How did O=C(Nc1nnc(-c2ccc(Cl)cc2)o1)Nc1ccccc1F do in these assays?
STK33 inh: 0.8; Kir21 inh: -0.51; KCNQ2 inh: inactive

Results for CCOc1ccccc1C(=O)NC1CC2CCCC(C1)N2Cc1ccc(C)cc1 (stereo not given) ?
STK33 inh: 1.1; Kir21 inh: 1.7; KCNQ2 inh: inactive

How did O=C(Nc1cccnc1N1CCOCC1)c1cc2ccccc2oc1=O do in these assays?
STK33 inh: -0.4; Kir21 inh: -1.5; KCNQ2 inh: inactive

Results for CCCCNC(=O)c1ccc(/C=C2\Oc3ccccc3N(C)C2=O)cc1 ?
STK33 inh: -1.3; Kir21 inh: -0.08; KCNQ2 inh: inactive

Results for CC(OC(=O)CCCN=C1NS(=O)(=O)c2ccccc21)C(=O)c1ccccc1 (stereo not given) ?
STK33 inh: 7.1; Kir21 inh: 2.1; KCNQ2 inh: inactive

What do the screens show for `O=C(NNc1ccc(O)cc1)c1ccc(Br)cc1`?
STK33 inh: 0.0; Kir21 inh: -1.6; KCNQ2 inh: inactive

How did CCc1ccc2nc(N(CCCN(C)C)C(=O)c3ccc4c(c3)OCCO4)sc2c1 do in these assays?
STK33 inh: 1.4; Kir21 inh: -1.7; KCNQ2 inh: inactive

How did CCOc1ccccc1C(=O)N/N=C/c1coc2ccc(Cl)cc2c1=O do in these assays?
STK33 inh: 0.5; Kir21 inh: 0.1; KCNQ2 inh: inactive

Results for Cc1cc(=O)n2nc(N3CCCC(C(=O)Nc4ccc(C)c(C)c4)C3)sc2n1 (stereo not given) ?
STK33 inh: -0.6; Kir21 inh: -0.4; KCNQ2 inh: inactive

Results for N/C(CC(=O)NCCOc1ccccc1)=N\O ?
STK33 inh: 0.3; Kir21 inh: -1.1; KCNQ2 inh: inactive

What do the screens show for `CCN1CCN(c2ccc(S(=O)(=O)N3CCCCC3)cc2NC(=O)c2cccc(OC(F)F)c2)CC1`?
STK33 inh: -1.0; Kir21 inh: -0.05; KCNQ2 inh: inactive

What do the screens show for `Cc1ccc(NC(=O)CN2C(=O)S/C(=C\c3ccc(OCC(=O)O)c(Br)c3)C2=O)cc1`?
STK33 inh: -0.3; Kir21 inh: 2.9; KCNQ2 inh: inactive

What do the screens show for `CC(=O)Nc1nc(C)c(C(C)C)s1`?
STK33 inh: -3.2; Kir21 inh: -1.4; KCNQ2 inh: inactive

What do the screens show for `COC(=O)C1CCN(c2c([N+](=O)[O-])cc(C(F)(F)F)cc2[N+](=O)[O-])CC1`?
STK33 inh: -1.9; Kir21 inh: 1.3; KCNQ2 inh: inactive

Results for CCN(CC)CCCNC(=O)C1CCC(CNS(=O)(=O)c2c(C)cc(C)cc2C)CC1 (stereo not given) ?
STK33 inh: 1.3; Kir21 inh: -2.9; KCNQ2 inh: inactive

What do the screens show for `CC1CCCN(C(=O)CCS(=O)(=O)c2cc3c(cc2Cl)NC(=O)CO3)C1` (stereo not given)?
STK33 inh: -0.4; Kir21 inh: -0.09; KCNQ2 inh: inactive

What do the screens show for `CCN(CC)C(=O)c1[nH]cnc1C(=O)Nc1ccc(OC)cc1`?
STK33 inh: 0.6; Kir21 inh: -1.6; KCNQ2 inh: inactive

Results for COC(=O)c1ccccc1NC(=O)[C@@H]1CCC(=O)N1C1OC(=O)c2c1ccc(OC)c2OC (stereo not given in full) ?
STK33 inh: -0.3; Kir21 inh: 0.83; KCNQ2 inh: inactive

Results for COC(=O)c1c(-c2ccc(F)cc2)noc1N ?
STK33 inh: -0.8; Kir21 inh: -0.68; KCNQ2 inh: inactive

How did S=C(Nc1ccc2nsnc2c1)NC1CCCCC1 do in these assays?
STK33 inh: -0.4; Kir21 inh: -0.61; KCNQ2 inh: inactive

How did Cc1ccc(-n2c(C)cc(/C=N/NC(=O)c3ccncc3)c2C)cc1C do in these assays?
STK33 inh: -0.1; Kir21 inh: 0.05; KCNQ2 inh: inactive

Results for CCOC(=O)C1(N(CC)CC)Sc2cc(C)ccc2NC1=O (stereo not given) ?
STK33 inh: -4.1; Kir21 inh: 0.84; KCNQ2 inh: inactive

What do the screens show for `Cc1ccc(/C=N/NC(=O)c2cccs2)o1`?
STK33 inh: -1.5; Kir21 inh: -0.8; KCNQ2 inh: inactive

Results for CCOc1cc(/C=N/Nc2nc(N3CCCCC3)nc(N3CCCCC3)n2)ccc1OC(=O)c1ccco1 ?
STK33 inh: 0.1; Kir21 inh: -1; KCNQ2 inh: inactive

How did CCN1CCN(Cc2c(C(=O)N/N=C(\C)c3ccc(Cl)c(Cl)c3)nnn2-c2nonc2N)CC1 do in these assays?
STK33 inh: 0.0; Kir21 inh: 2.1; KCNQ2 inh: inactive

Results for COc1ccc(N(C(=O)c2ccco2)S(=O)(=O)c2cccs2)cc1 ?
STK33 inh: -0.7; Kir21 inh: -2.6; KCNQ2 inh: inactive

What do the screens show for `CN(C(=O)CSC(=O)c1ccccc1)c1ccccc1`?
STK33 inh: -0.8; Kir21 inh: -0.07; KCNQ2 inh: inactive

How did NCCNC(=O)c1ncsc1-c1cccc(F)c1 do in these assays?
STK33 inh: -0.1; Kir21 inh: 0; KCNQ2 inh: inactive

How did O=C(NCc1ccco1)c1cc(-c2ccccn2)nc2ccccc12 do in these assays?
STK33 inh: 0.5; Kir21 inh: 0.01; KCNQ2 inh: inactive

What do the screens show for `Nc1ccc(C(=O)N2N=C(c3ccccc3)CC2(O)C(F)(F)F)cc1` (stereo not given)?
STK33 inh: 0.2; Kir21 inh: -1.7; KCNQ2 inh: inactive

Results for Cc1csc(-c2cnn(-c3ccccc3)c2NC(=O)c2ccc(C(F)(F)F)cc2)n1 ?
STK33 inh: -1.8; Kir21 inh: 1.2; KCNQ2 inh: -5.9*

What do the screens show for `Cc1ccc(Nc2nc3ccccc3nc2-n2nc(C)cc2C)cc1`?
STK33 inh: -1.6; Kir21 inh: 0.91; KCNQ2 inh: inactive

What do the screens show for `COc1ccc(NS(=O)(=O)c2cc(NC(=O)c3cc(F)c(F)c(F)c3F)ccc2N2CCCC2)cc1`?
STK33 inh: 0.9; Kir21 inh: 0.3; KCNQ2 inh: inactive

What do the screens show for `CN(C)C(=O)c1nnc(Cc2ccc(Cl)cc2)o1`?
STK33 inh: -0.1; Kir21 inh: 1; KCNQ2 inh: inactive

What do the screens show for `O=C(CNC(=O)c1ccc(-c2ccccc2)cc1)Nc1ccc(S(=O)(=O)Nc2ncccn2)cc1`?
STK33 inh: -0.9; Kir21 inh: -0.46; KCNQ2 inh: inactive

Reprinted at random: three records from the list.
How did CCN1CCN(Cc2c(C(=O)N/N=C(\C)c3ccc(Cl)c(Cl)c3)nnn2-c2nonc2N)CC1 do in these assays?
STK33 inh: 0.0; Kir21 inh: 2.1; KCNQ2 inh: inactive

Results for Cc1csc(-c2cnn(-c3ccccc3)c2NC(=O)c2ccc(C(F)(F)F)cc2)n1 ?
STK33 inh: -1.8; Kir21 inh: 1.2; KCNQ2 inh: -5.9*

What do the screens show for `O=C(CNC(=O)c1ccc(-c2ccccc2)cc1)Nc1ccc(S(=O)(=O)Nc2ncccn2)cc1`?
STK33 inh: -0.9; Kir21 inh: -0.46; KCNQ2 inh: inactive

The listing continues.
Results for C/C(CC(=O)Nc1ccc(N(C)C)cc1)=N\NC(=O)c1ccccc1O ?
STK33 inh: -1.4; Kir21 inh: 0.79; KCNQ2 inh: inactive

How did O=C(NCCN1CCN(Cc2ccccc2)CC1)c1ccc(CS(=O)(=O)c2ccc(Br)cc2)o1 do in these assays?
STK33 inh: -0.6; Kir21 inh: -3.7; KCNQ2 inh: inactive

What do the screens show for `COc1ccc(C)cc1S(=O)(=O)N1CCCC(C(=O)N2CCN(c3ccccc3)CC2)C1` (stereo not given)?
STK33 inh: 0.5; Kir21 inh: -0.84; KCNQ2 inh: inactive

Results for Cc1noc(NS(=O)(=O)c2ccc(N3C(=O)c4ccccc4C3=O)cc2)c1C ?
STK33 inh: 0.0; Kir21 inh: -1.4; KCNQ2 inh: inactive

What do the screens show for `Cc1nc2nc(-c3ccc(Cl)cc3)nn2c(C)c1Cl`?
STK33 inh: -1.9; Kir21 inh: 1.1; KCNQ2 inh: inactive

Results for NC(=O)NCc1ccc(C(=O)OCc2ccncc2)cc1 ?
STK33 inh: -1.0; Kir21 inh: 0.59; KCNQ2 inh: inactive

How did CCN(Cc1ccccc1)C(=O)CN1C(=O)c2ccccc2S1(=O)=O do in these assays?
STK33 inh: -1.9; Kir21 inh: 0.08; KCNQ2 inh: inactive

Results for COc1ncnc2c1oc1nc(CC(C)C)c3c(c12)CC(C)(C)OC3 ?
STK33 inh: -0.6; Kir21 inh: 2.4; KCNQ2 inh: inactive

Results for CC(=O)Nc1cccc(C(=O)/C=C/c2ccc(F)cc2)c1 ?
STK33 inh: 5.8; Kir21 inh: -0.99; KCNQ2 inh: inactive

How did Nc1nc(CSc2ccccc2)nc(N2CCCCC2)n1 do in these assays?
STK33 inh: -0.7; Kir21 inh: 0.9; KCNQ2 inh: inactive

How did CCCNC(=O)Cn1cnc2sc(C(=O)N3CCN(Cc4ccc5c(c4)OCO5)CC3)c(C)c2c1=O do in these assays?
STK33 inh: -0.7; Kir21 inh: 0.92; KCNQ2 inh: inactive

Results for CCn1nnnc1SCC(=O)Nc1nc(C)c(C)s1 ?
STK33 inh: -0.8; Kir21 inh: 0.1; KCNQ2 inh: inactive

What do the screens show for `C=CCN1C(=O)/C(=N/n2cnnc2)c2ccccc21`?
STK33 inh: -3.3; Kir21 inh: 0.27; KCNQ2 inh: inactive

How did Cn1c(-c2ccc3nc(N)sc3c2)nc2cc(N)ccc21 do in these assays?
STK33 inh: -0.1; Kir21 inh: -1; KCNQ2 inh: inactive

What do the screens show for `COc1cc(/C=N/NC(=O)Cn2cnc3c2c(=O)n(C)c(=O)n3C)cc(OC)c1OC`?
STK33 inh: -0.2; Kir21 inh: 0.01; KCNQ2 inh: inactive

How did CC1CCCCN1CCCNc1ccc(C(CC(N)=O)NC(=O)Cc2ccc(Br)cc2)cc1[N+](=O)[O-] (stereo not given) do in these assays?
STK33 inh: -1.2; Kir21 inh: 1.1; KCNQ2 inh: inactive

How did CCOC(=O)Cn1c(=O)n(Cc2ccco2)c(=O)c2ccc(C(=O)NCCc3ccccc3)cc21 do in these assays?
STK33 inh: -0.6; Kir21 inh: -0.13; KCNQ2 inh: inactive

What do the screens show for `Cc1ccc(NC(=O)CNS(=O)(=O)c2cccs2)cc1F`?
STK33 inh: -1.1; Kir21 inh: -0.25; KCNQ2 inh: inactive

How did CC(Sc1nc2c(N)ncnc2n1CCOc1ccccc1)C(=O)O (stereo not given) do in these assays?
STK33 inh: 0.8; Kir21 inh: -1.3; KCNQ2 inh: inactive

What do the screens show for `O=c1[nH]c(SCc2ccc(F)cc2Cl)nc2ccccc12`?
STK33 inh: -1.3; Kir21 inh: 0.4; KCNQ2 inh: inactive

What do the screens show for `Cc1[nH]c2ccccc2c1C(=O)CSCC(=O)O`?
STK33 inh: -2.2; Kir21 inh: 0.09; KCNQ2 inh: inactive

Results for Nc1ncnc2c1ncn2CCN1CCOCC1 ?
STK33 inh: -0.8; Kir21 inh: 0.01; KCNQ2 inh: inactive

What do the screens show for `COc1ccc(NC(=O)CN(C)C(=O)c2c(C)nn(-c3ccccc3)c2Cl)cc1`?
STK33 inh: -1.9; Kir21 inh: -0.38; KCNQ2 inh: inactive

Results for CCCCn1nnnc1SCC(=O)NNC(=O)c1ccco1 ?
STK33 inh: 1.4; Kir21 inh: -0.37; KCNQ2 inh: inactive

What do the screens show for `CCCCNC(=O)Nc1ccccc1C(=O)NCCC`?
STK33 inh: -1.5; Kir21 inh: -0.1; KCNQ2 inh: inactive

What do the screens show for `C/C(=N\NC(=O)c1ccco1)c1ccc(NC(=O)c2cccs2)cc1`?
STK33 inh: -0.2; Kir21 inh: -0.07; KCNQ2 inh: inactive

What do the screens show for `CCOc1ccccc1NC(=O)CCNS(=O)(=O)c1ccccc1`?
STK33 inh: -2.3; Kir21 inh: -1.1; KCNQ2 inh: inactive

What do the screens show for `CCN(Cc1ccccc1)C(=O)c1cccnc1`?
STK33 inh: -2.6; Kir21 inh: -1.6; KCNQ2 inh: inactive

How did C/C(=C\C(=O)c1ccc(Cl)cc1)Nc1ccc(N2CCOCC2)cc1 do in these assays?
STK33 inh: 0.6; Kir21 inh: 2.5; KCNQ2 inh: inactive

In the list so far, these contain a COOH group:
What do the screens show for `Cc1ccc(NC(=O)CN2C(=O)S/C(=C\c3ccc(OCC(=O)O)c(Br)c3)C2=O)cc1`?
STK33 inh: -0.3; Kir21 inh: 2.9; KCNQ2 inh: inactive

How did CC(Sc1nc2c(N)ncnc2n1CCOc1ccccc1)C(=O)O (stereo not given) do in these assays?
STK33 inh: 0.8; Kir21 inh: -1.3; KCNQ2 inh: inactive

What do the screens show for `Cc1[nH]c2ccccc2c1C(=O)CSCC(=O)O`?
STK33 inh: -2.2; Kir21 inh: 0.09; KCNQ2 inh: inactive
